RPL19A-GFP yeast: modulators of TOR pathway RPL19A-GFP in S. cerevisiae; S. cerevisiae RPL19A-GFP strain, flow cytometry, 3 h; active compounds read low; AID 2025; actives 0.3% (n = 330,000); percent response vs DMSO, % at 10 µM;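 active = percent response vs DMSO below 50%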;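 note: median channel GFP fluorescence of the barcoded RPL19A-GFP strain; ratio of sample median GFP to plate DMSO average so 100% = DMSO; lower means less RPL19A-GFP as with rapamycin TOR inhibition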
MEP2-GFP yeast: modulators of TOR pathway MEP2-GFP in S. cerevisiae. S. cerevisiae MEP2-GFP strain, flow cytometry GFP, 3 h; 100% = DMSO control level. GFP response vs DMSO, % at 10 µM. actives 0.51% (n = 330,000). AID 2016;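 active = GFP response versus DMSO above a set limit, roughly screen mean plus 3 SD, cut at about 180% in these data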;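 note: median GFP fluorescence of the barcode-gated MEP2-GFP cells per well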
JMJD2C inh: human JMJD2C demethylase inhibition; Q9H3R0; GST-JMJD2C(1-420) H3K9me3 demethylation, DELFIA europium; inhibition, % at 2.35 µM; actives 0.069% (n = 330,000);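 active = more than half of a compound's replicate wells show inhibition beyond 50%, single wells judged on their own value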;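 note: signal counts dimethyl H3K9 product captured on neutravidin plate; 0% = median of DMSO wells and 100% = 0.3 times that DMSO median; strong numbers were not always called active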
Target sequence (Q9H3R0 1-420 limits assumed): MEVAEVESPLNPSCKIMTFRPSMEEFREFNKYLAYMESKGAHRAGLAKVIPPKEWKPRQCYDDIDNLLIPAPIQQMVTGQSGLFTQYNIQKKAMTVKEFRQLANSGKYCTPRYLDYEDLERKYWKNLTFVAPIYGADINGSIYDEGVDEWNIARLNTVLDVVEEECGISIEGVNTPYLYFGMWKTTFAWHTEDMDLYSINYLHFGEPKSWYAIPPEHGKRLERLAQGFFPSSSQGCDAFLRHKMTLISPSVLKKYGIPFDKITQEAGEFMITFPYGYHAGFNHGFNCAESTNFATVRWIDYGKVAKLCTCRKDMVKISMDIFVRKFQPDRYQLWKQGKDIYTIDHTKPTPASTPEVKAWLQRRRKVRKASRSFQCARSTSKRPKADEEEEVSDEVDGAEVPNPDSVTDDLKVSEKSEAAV
VLA-4 inh: inhibition in a human VLA-4 binding assay. P13612. VLA-4 expressing cells, ligand binding flow cytometry. inhibition, % (about 7 µM as worked out from the volumes in the protocol). actives 0.2% (n = 330,000). AID 2557; in the data active = inhibition above about 50%
CIT2 TOR yeast: modulators of TOR pathway CIT2-GFP in S. cerevisiae. actives 0.065% (n = 320,000). S. cerevisiae CIT2-GFP strain, flow cytometry, 3 h; 100 means same as DMSO wells. GFP response vs DMSO, % at 10 µM. AID 2029;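 active = GFP response relative to DMSO above a set limit, near the screen mean plus 3 SD, cut at about 150% in these data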;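 note: ratio of well median GFP fluorescence to mean of DMSO wells on the plate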
AGP1 TOR yeast: alters AGP1-GFP fluorescence in TOR pathway yeast screen; S. cerevisiae AGP1-GFP multiplex flow cytometry, 3 h; GFP as percent of DMSO wells; GFP response vs DMSO, % at 10 µM; actives 0.02% (n = 320,000);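 active = GFP response relative to DMSO above a set limit, near screen average plus 3 SD, cut at about 150% in these data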;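 note: median GFP channel fluorescence of the gated AGP1 strain per well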
GRK2 aptamer HTS: human GRK2 inhibition via aptamer displacement; actives 0.59% (n = 330,000); P25098; bead flow cytometry, FAM-aptamer displacement from GRK2; inhibition of aptamer binding, % at 10 µM;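 active = inhibition of aptamer binding above 40%, roughly 3 SD of noise, on plates passing a quality check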;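 note: median bead fluorescence of bound FAM aptamer so fluorescent compounds give negative values; no value below 0 was filed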
Target sequence (P25098 whole entry, looked up): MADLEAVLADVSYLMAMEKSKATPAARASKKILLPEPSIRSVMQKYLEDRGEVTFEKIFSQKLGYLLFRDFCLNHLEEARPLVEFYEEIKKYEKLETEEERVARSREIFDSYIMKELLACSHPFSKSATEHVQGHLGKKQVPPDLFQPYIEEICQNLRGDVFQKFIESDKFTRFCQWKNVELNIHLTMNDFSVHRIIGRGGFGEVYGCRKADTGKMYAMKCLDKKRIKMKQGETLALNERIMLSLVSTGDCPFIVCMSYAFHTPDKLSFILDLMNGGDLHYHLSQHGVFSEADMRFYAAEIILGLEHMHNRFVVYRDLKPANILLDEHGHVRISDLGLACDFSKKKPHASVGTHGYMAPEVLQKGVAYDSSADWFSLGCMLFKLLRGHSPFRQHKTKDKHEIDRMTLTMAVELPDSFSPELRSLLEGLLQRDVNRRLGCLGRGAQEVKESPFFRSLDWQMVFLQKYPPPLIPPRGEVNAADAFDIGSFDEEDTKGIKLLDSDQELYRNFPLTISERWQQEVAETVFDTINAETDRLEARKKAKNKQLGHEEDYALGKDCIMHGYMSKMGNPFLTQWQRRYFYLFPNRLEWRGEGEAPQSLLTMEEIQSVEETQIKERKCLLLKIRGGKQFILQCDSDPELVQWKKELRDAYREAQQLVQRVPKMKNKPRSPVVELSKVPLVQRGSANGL
LAP4 TOR yeast: yeast TOR pathway LAP4-GFP modulation | S. cerevisiae LAP4-GFP multiplex, flow cytometry GFP, 3 h; median GFP as percent of DMSO wells | GFP response vs DMSO, % at 10 µM | actives 0.34% (n = 320,000);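 active = GFP response vs DMSO above a set limit, about the screen mean plus 3 SD, cut at about 150% in these data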
* marks the source's active call; other numbers are inactive results; · = not tested or not shown; & = joins results of further samples.

| No. | molecule | RPL19A-GFP yeast | JMJD2C inh | LAP4 TOR yeast | MEP2-GFP yeast | GRK2 aptamer HTS | AGP1 TOR yeast | CIT2 TOR yeast | VLA-4 inh |
| --- | --- | --- | --- | --- | --- | --- | --- | --- | --- |
| 1 | CC1CCOC2(O1)C(=O)N(CN1CCN(c3cccc(Cl)c3)CC1)c1ccccc12 (stereo not drawn) | 97 | 2 | 98 | 114 | 0 | 108 | 107 | 8 |
| 2 | Fc1ccccc1NC(=S)N1CCN(c2ccccn2)CC1 | 104 | 0 | 104 | 105 | 0 | 99 | 99 | 23 |
| 3 | CNC(=O)c1c(NC(=O)CCS(=O)(=O)c2ccccc2)sc(C)c1C | 93 | -1 | 98 | 96 | 0 | 99 | 91 | -4 |
| 4 | COc1ccc2nc(NC(=O)C3CCCN3S(=O)(=O)c3ccc(C)cc3)sc2c1 (stereo not drawn) | 98 | 4 | 110 | 110 | 4 | 106 | 100 | 7 |
| 5 | O=C(NN=C1c2ccccc2-c2ccccc21)c1cccc(Br)c1 | 103 | -2 | 90 | 103 | 0 | 94 | 95 | 10 |
| 6 | COc1ccccc1CCC(=O)N1CCC(n2nccc2NC(=O)C2CCOC2)CC1 (stereo not drawn) | 96 | -7 | 81 | 83 | 0 | 90 | 88 | -4 |
| 7 | O=C(Nn1cnnc1)c1cc2cc(Br)ccc2oc1=O | 93 | -3 | 97 | 88 | 0 | 103 | 90 | 1 |
| 8 | O=C(CSc1nnc(NC(=O)c2cccc(F)c2)s1)NC1CC1 | 101 | -34 | 92 | 105 | 0 | 104 | 100 | 0 |
| 9 | CCOC(=O)N1CCC(NCCNC(=O)c2ccc(F)cc2)CC1 | 95 | -2 | 95 | 94 | 0 | 95 | 101 | 19 |
| 10 | Cc1ccc(CSC2=Nc3ccccc3C3=NC(CCC(=O)NCc4ccco4)C(=O)N23)cc1 (stereo not drawn) | 107 | 16 | 115 | 104 | 0 | 110 | 107 | 14 |
| 11 | CC(C)(C)OC(=O)N[C@@H](COCc1ccccc1)C(=O)N[C@@H](CO)[C@H](O)[C@@H]1C[C@@H]1C(=O)NC1CC1 | 92 | -7 | 108 | 88 | 1 | 71 | 65 | -48 |
| 12 | O=C(Nc1ccccc1)c1c(F)cccc1F | 102 | 10 | 99 | 99 | 31 | 100 | 104 | 6 |
| 13 | CCN(C(=O)Cn1nnc(-c2ccccc2)n1)C1CCS(=O)(=O)C1 (stereo not drawn) | 103 | 6 | 106 | 110 | 2 | 110 | 105 | -4 |
| 14 | N#CCCN1CCN(C(CNS(=O)(=O)c2ccc(Cl)cc2)c2ccccc2)CC1 (stereo not drawn) | 105 | -1 | 109 | 115 | 0 | 108 | 123 | -9 |
| 15 | CN(C)S(=O)(=O)N1CCC(Oc2ccc(C(=O)NCc3cnn(C)c3)cc2)CC1 | 110 | -19 | 104 | 101 | 2 | 106 | 97 | -2 |
| 16 | C/C(CC(=O)NCc1ccc(F)cc1)=N\NC(N)=S | 100 | 4 | 101 | 102 | 0 | 101 | 104 | 3 |
| 17 | CCOC(=O)N1CCC(N2C(=O)c3ccccc3C2Nc2ccc(S(=O)(=O)N3CCCCC3)cc2)CC1 (stereo not drawn) | 100 | -3 | 88 | 95 | 0 | 104 | 99 | 0 |
| 18 | Cc1cccc(CN2CCN(CC(=O)NCc3cccs3)C2=O)c1 | 101 | 3 | 98 | 103 | 22 | 101 | 95 | -6 |
| 19 | Cc1ccc(C(C[N+](=O)[O-])c2c(N)n(C)c(=O)n(C)c2=O)cc1 (stereo not drawn) | 91 | -30 | 119 | 95 | 1 | 102 | 89 | 24 |
| 20 | O=C(COC(=O)CC1CC2CCC1C2)NCc1ccc(Cl)cc1 (stereo not drawn) | 102 | -1 | 102 | 103 | 2 | 101 | 104 | -6 |
| 21 | Fc1cccc(C2NN=C(c3ccccc3)S2)c1 (stereo not drawn) | 111 | -2 | 105 | 101 | 0 | 102 | 103 | -17 |
| 22 | C=CCn1c(CNS(=O)(=O)c2ccc(Cl)cc2)n[nH]c1=S | 103 | 8 | 104 | 102 | 1 | 104 | 103 | 0 |
| 23 | CCN(CC)CC(=O)Nc1cccc(S(=O)(=O)N2CCCC2)c1 | 98 | 0 | 91 | 99 | 0 | 98 | 101 | 5 |
| 24 | O=C(COC(=O)c1cccc(Cl)c1)NCc1ccccc1 | 101 | 12 | 96 | 99 | 1 | 96 | 108 | 5 |
| 25 | O=C(NC1CCCC1)c1cc(-c2ccccc2O)on1 | 99 | 7 | 100 | 104 | 1 | 99 | 94 | -5 |
| 26 | Cc1cc(C(=O)COc2ccccc2C(N)=O)c(C)n1C1CC1 | 96 | 6 | 107 | 95 | 0 | 98 | 97 | 4 |
| 27 | CC1(C)CC2CC(C)(CN2Cc2cccc([N+](=O)[O-])c2)C1 (stereo not drawn) | 105 | -2 | 97 | 110 | 0 | 93 | 94 | 3 |
| 28 | O=C(CCC(=O)c1cccs1)Nc1ccc(F)c(F)c1F | 96 | -3 | 97 | 99 | 4 | 95 | 85 | 2 |
| 29 | COc1ccc(C(=O)NCC2OCCc3ccccc32)cc1OC (stereo not drawn) | 102 | 8 | 96 | 95 | 0 | 102 | 103 | -1 |
| 30 | O=C(Nc1nnc(C2CC2)s1)c1cc(Cl)sc1Cl | 104 | 3 | 101 | 96 | 2 | 93 | 107 | -10 |

One compound at a time, as listed above. Values in the order: RPL19A-GFP yeast	JMJD2C inh	LAP4 TOR yeast	MEP2-GFP yeast	GRK2 aptamer HTS	AGP1 TOR yeast	CIT2 TOR yeast	VLA-4 inh
Fc1cccc(C2NN=C(c3ccccc3)S2)c1 (stereo not drawn) across the screens: 111	-2	105	101	0	102	103	-17
CC(C)(C)OC(=O)N[C@@H](COCc1ccccc1)C(=O)N[C@@H](CO)[C@H](O)[C@@H]1C[C@@H]1C(=O)NC1CC1 across the screens: 92	-7	108	88	1	71	65	-48
O=C(CCC(=O)c1cccs1)Nc1ccc(F)c(F)c1F across the screens: 96	-3	97	99	4	95	85	2
CC1CCOC2(O1)C(=O)N(CN1CCN(c3cccc(Cl)c3)CC1)c1ccccc12 (stereo not drawn) across the screens: 97	2	98	114	0	108	107	8

Next section.
| No. | molecule | RPL19A-GFP yeast | JMJD2C inh | LAP4 TOR yeast | MEP2-GFP yeast | GRK2 aptamer HTS | AGP1 TOR yeast | CIT2 TOR yeast | VLA-4 inh |
| --- | --- | --- | --- | --- | --- | --- | --- | --- | --- |
| 31 | Cc1ccc(NC(=S)NC(=O)c2ccc(-c3ccccc3)cc2)cc1 | 95 | 4 | 97 | 93 | 0 | 96 | 82 | 5 |
| 32 | Cc1c(NC(=O)CSc2nc3ccccc3c(=O)n2C(C)C)c(=O)n(-c2ccccc2)n1C | 95 | -7 | 95 | 93 | 0 | 94 | 95 | 10 |
| 33 | COc1ccc(-n2ncc3c2CC(C)(C)CC3NC(=O)CCN2CCCCC2=O)cc1 (stereo not drawn) | 96 | -2 | 89 | 94 | 0 | 97 | 92 | 18 |
| 34 | O=C(NC1CCCC1)c1cccc2c1C(=O)c1ccc(N3CCCCC3)cc1S2(=O)=O | 95 | · | 100 | 88 | 12 | 96 | 102 | -1 |
| 35 | CN(C)S(=O)(=O)Nc1cc(Cl)cc(Cl)c1 | 99 | 8 | 102 | 110 | 0 | 99 | 107 | 10 |
| 36 | O=C(Cn1c(NCCCO)nc2ccccc21)c1ccc(F)cc1 | 97 | -3 | 102 | 102 | 2 | 107 | 106 | 6 |
| 37 | COc1cc(CCC(=O)NC2(C)CCS(=O)(=O)C2)cc(OC)c1OC (stereo not drawn) | 102 | -2 | 100 | 101 | 1 | 97 | 92 | 20 |
| 38 | O=C(Nc1sc2c(c1C(=O)N1CCOCC1)CCCCC2)c1cccnc1 | 94 | -9 | 93 | 98 | 0 | 93 | 103 | 4 |
| 39 | O=C(O)/C=C/c1cn(-c2ccccc2)nc1-c1ccc(-c2ccc([N+](=O)[O-])cc2)o1 | 102 | 3 | 109 | 121 | 0 | 104 | 106 | 2 |
| 40 | N#CCc1c(C#N)c(N)nc(N2CCCC(CO)C2)c1C#N (stereo not drawn) | 106 | -1 | 108 | 108 | 1 | 117 | 105 | 6 |
| 41 | CCOC(=O)c1cc2ccc(OC)cc2oc1=O | 104 | 4 | 107 | 102 | 0 | 102 | 112 | 47 |
| 42 | CC(O)CNCc1ccc(Cl)cc1Cl (stereo not drawn) | 107 | -4 | 102 | 104 | 2 | 108 | 100 | -3 |
| 43 | COc1ccccc1Cc1noc(COc2cccc(C)c2C)n1 | 102 | 6 | 104 | 105 | 0 | 98 | 96 | 14 |
| 44 | N#CCCN(Cc1cccnc1)C(=S)NC(=O)c1ccco1 | 95 | -4 | 79 | 83 | 7 | 88 | 86 | 19 |
| 45 | O=C(COC(=O)C1COc2ccccc2O1)NC(=O)NC1CCCC1 (stereo not drawn) | 97 | 3 | 98 | 101 | 0 | 99 | 99 | -1 |
| 46 | COc1cccc(OC(=O)N2CCOCC2)c1 | 110 | -16 | 105 | 106 | 0 | 100 | 108 | -1 |
| 47 | O=C(CN(CC1CCCO1)C(=O)CNS(=O)(=O)c1ccc(Cl)cc1)NCc1ccccc1 (stereo not drawn) | 101 | 1 | 95 | 100 | 3 | 102 | 96 | -7 |
| 48 | COc1ccc(S(=O)(=O)N2CCCCCC2)cc1N(C)S(=O)(=O)c1ccc(Cl)cc1 | 100 | 3 | 103 | 108 | 1 | 104 | 100 | 38 |
| 49 | Oc1c(CN2CCOCC2)cc(COCc2ccccc2)c2cccnc12 | 95 | -19 | 97 | 92 | 0 | 98 | 93 | 18 |
| 50 | Cc1ccc2oc(=O)cc(CN3CCCCC3)c2c1 | 83 | 1 | · | 89 | 0 | 90 | 80 | 5 |
| 51 | C=CCN(c1ccc(C(=O)Nc2ccc3c(c2)OCO3)cc1)S(C)(=O)=O | 95 | 9 | 100 | 101 | 2 | 95 | 93 | 2 |
| 52 | CC(C)C(=O)NC(=S)Nc1ccc(S(=O)(=O)N2CCCC2)cc1 | 101 | -3 | 103 | 103 | 0 | 98 | 92 | -2 |
| 53 | CCN(CC)C(=O)CSc1nc2ccc(NC(=O)CSc3nnc(N)s3)cc2s1 | 89 | 0 | 94 | 93 | 2 | 91 | 87 | 6 |
| 54 | Cc1ccc2nc(SCC(=O)N3CCOCC3)[nH]c2c1 | 100 | 5 | 102 | 110 | 2 | · | 105 | 10 |
| 55 | Cc1c(C(=O)N2CCC2)oc2ccc(Br)cc12 | 100 | -5 | 129 | 109 | 0 | 112 | 102 | 4 |
| 56 | Cc1cccc(CC(=O)N2CCC(N3CCC(C(=O)N4CCOCC4)CC3)CC2)c1 | 93 | 1 | 99 | 88 | 1 | 100 | 92 | 11 |
| 57 | COc1cccc(N2CCN(c3ncnc4c3[nH]c3ccc(F)cc34)CC2C)c1 (stereo not drawn) | 84 | 6&-3 | 121 | 90 | 0 | · | 66 | -19 |
| 58 | COc1ccc(-c2c(C)nc3c(-c4ccsc4)cnn3c2N)cc1 | 103 | -24 | 100 | 110 | 2 | 104 | 104 | 9 |
| 59 | O=C(N/C(=C/c1ccc(Cl)cc1)c1nc2ccccc2[nH]1)c1ccco1 | 98 | -3 | 91 | 104 | 2 | 103 | 99 | 6 |
| 60 | CCOC(=O)C1CCN(c2nnc(N3CCCC3=O)s2)CC1 | 102 | 2 | 100 | 119 | 9 | 106 | 104 | 0 |
| 61 | COc1cccc(NC(=O)CN(C)CC(=O)NC(C)c2ccccc2)c1 (stereo not drawn) | 102 | 4 | 93 | 103 | 5 | 106 | 94 | 2 |
| 62 | CCOC(=O)NN1C(=O)c2ccccc2NC1c1ccccn1 (stereo not drawn) | 86 | 17 | 108 | 88 | 0 | 96 | 96 | 5 |
| 63 | Cc1cccc(CNC(=O)C2CCC(=O)N(C3CCCCCC3)C2)c1 (stereo not drawn) | 105 | 4 | 89 | 101 | 6 | 95 | 99 | 9 |
| 64 | CCOC(=O)c1[nH]c2ccccc2c1NC(=S)Nc1cc(C)ccc1C | 100 | 3 | 119 | 108 | 0 | 96 | 104 | -3 |

Compound activity deposited in PubChem by several laboratories.

Compounds were not picked by outcome; any-hit rate near 1.7%.
